# T cell modulator – T cell immune modulation candidate. calls only at 7 µM. AID 2052. 2C CD8+ T cell-vesicle binding, flow cytometry; hits give low values. actives 0.068% (n = 330,000);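 active = response, share of CD8 T cells binding vesicles, and their 90th percentile fluorescence all below set limits, cut at about 80% in these data, passing the limit was not always enough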
#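 Benchmarks: naked versus QL9-loaded vesicles / Assay system: purified 2C TCR transgenic mouse naive CD8+ T cells / Technique: high-throughput flow cytometry with anti-B7-1 and anti-CD8 staining / Timing: Cell–vesicle co-incubation 1.5 h at 37 °C, staining 20 min on ice / Read-out: percent CD8+ FL2 mean versus row control / Probe or stimulus: QL9-loaded Drosophila micro-vesicles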
# TNAP activation fold – stimulation of alkaline phosphatase TNAP activity – biochemical, luminescent, no phosphate acceptor, uHTS, primary screen (AID 1001); one-dose activation fold at 20 µM; EC50 in µM for titrated hits; purified TNAP, luminescent activation assay, no phosphate acceptor; higher activation fold means a stronger effect; actives 0.03% (n = 200,000); in the data active = activation fold from about 3, or a potency from the dose series; inactive = the rest, 99 in 100 with activation fold below about 1.6; note: many of its hits are not listed in these tables
# bCat nuc transl – beta-catenin nuclear translocation modulation; HeLa beta-catenin nuclear translocation, immunofluorescence imaging; nuclear translocation activity, % at 5 µM; actives 0.3% (n = 190,000); AID 1665;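 active = nuclear translocation activity above 50% at 5 µM, with a well cell count of 50 or more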;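 note: per-cell ratio of nuclear to cytoplasmic median beta-catenin stain intensity; plate controls were DMSO negative control for no effect and GSK-3 inhibitor IX positive control for full effect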
#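 System: Human HeLa cells, endogenous beta-catenin | Compound dosing: 5 µM primary, 0.02–20 µM confirmation | Timing: 24 h compound exposure at 37°C, 5% CO2 | Measured by: Fluorescence imaging of beta-catenin antibody stain plus DAPI | Read-out basis: % activation of per-cell nuclear versus cytoplasmic median beta-catenin signal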
# Myeloid diff MLP – promotes myeloid progenitor differentiation. ER-HoxA9 myeloid progenitors, lysozyme-GFP differentiation, flow cytometry. calls only at 10 µM. actives 1% (n = 360,000);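 active = normalized GFP-positive differentiation at or above the plate's own cutoff, the solvent-only control mean plus 3 SD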;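 note: cells exposed to compound for four days before flow analysis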
# MT stabilize HCS – microtubule stabilizers in HeLa cells. HeLa tubulin immunostaining HCS, 24 h; share of cells brighter than vehicle mean+2SD. % tubulin-high responders, % at 10 µM. actives 0.83% (n = 200,000);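 active = plate Z-score above 3 for both tubulin-high and condensed-nucleus cell shares, with cell loss under 80%, at 10 µM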;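 note: anti alpha tubulin signal scored within the nucleus-defined area of each cell; some results filed as inactive read as strong as hits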
# Ins promoter up – MIN6 insulin promoter up-regulation; MIN6 insulin promoter-GFP reporter, high-content imaging; hits give high values; z-score at 5 µM; actives 0.3% (n = 190,000); AID 1625;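 active = z-score above 3 at 5 µM with at least 500 cells counted in the well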
# Hep lipid drop – hepatic lipid droplet formation modulation. AML12 mouse hepatocytes, oleate lipid droplets, BODIPY imaging. inhibition, % at 6.5 µM. actives 0.4% (n = 240,000);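 active = lipid droplet intensity inhibited by at least 50%, with more than 500 cells counted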
#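 System: AML12 hepatocytes (mouse). Probe or stimulus: oleic acid at 100 µM to induce lipid droplet formation. Times: overnight treatment with compound plus oleate. Detection: Image-based BODIPY and DAPI two-channel analysis. Evaluation: percent inhibition of filter-corrected integrated lipid droplet intensity per well.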
# Dynein transport – blocks dynein driven cargo transport along microtubules | 3617.4 mouse cells, GR-EGFP nuclear translocation imaging; test concentration mostly 20 µM; stimulated with dexamethasone, 1 µM; hits give low values | z-score, hits read low | actives 0.47% (n = 220,000) | AID 1381;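 active = plate z-score of nuclear minus cytoplasmic receptor signal below a set negative limit, without overly bright fluorescence or cell loss, cut at about -3.5 in these data, passing the limit was not always enough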;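 note: z-score of nuclear minus cytoplasmic ring GR-EGFP intensity difference per well; some compounds called inactive have numbers as strong as hits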
#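 Buffer or medium – tet-free medium with charcoal-stripped serum · Signal – automated 10x imaging of fixed Hoechst-stained cells · Also added – dexamethasone agonist, 1.0 µM final, for 30 min · Incubation – induction 48 h, compound 1 h, agonist 30 min · Read-out – GR-EGFP nuclear translocation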
# human PMI inhibition – inhibitors of human PMI, primary screen, biochemical, fluorescence intensity, coupled assay (AID 1209); actives 0.42% (n = 190,000); inhibition, % at 20 µM; hits with a dose series show IC50 in µM; purified PMI enzyme, coupled fluorescence intensity; higher % means a stronger effect; in the data active = inhibition above about 50%;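 note: plate controls were DMSO vehicle for no effect and wells lacking substrate for full effect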
# Dynein transport cytoplasmic EGFP – second read-out of Dynein transport, no call of its own (marks repeat the call); z-score; measured here: cytoplasmic GR-EGFP intensity; hits give high values
# Dynein transport nuclear GR-EGFP – also measured in Dynein transport; calls as there; z-score; measured here: nuclear GR-EGFP intensity;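 lower value marks the stronger effect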
# Dynein transport cell count – further read-out of Dynein transport, marked with its call; z-score; measured here: cell count per field
# Ins promoter up cell count – further read-out of Ins promoter up, marked with its call; cell count; measured here: cytotoxicity, nuclei count;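 total cells summed across four imaged fields per well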
# Hep lipid drop cells 6.5 µM – second read-out of Hep lipid drop, no call of its own (marks repeat the call); cell count; measured here: cell count, cytotoxicity flag;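 cells counted across two imaged fields per well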
# bCat nuc transl cell count 5 µM – second read-out of bCat nuc transl, no call of its own (marks repeat the call); cell count; measured here: cell count, cytotoxicity flag
# T cell modulator vesicle-bound % – further read-out of T cell modulator, marked with its call; double positive events, %; measured here: CD8+ vesicle-bound cell fraction;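 binding gate set so that unloaded-vesicle control wells show 10% double positive cells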
# MT stabilize HCS Hoechst-high % – recorded beside MT stabilize HCS, whose call it bears; % Hoechst-high responders; measured here: nuclear condensation Hoechst responders;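 share of cells brighter than vehicle mean plus two SD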
# MT stabilize HCS cytotoxicity % – further read-out of MT stabilize HCS, marked with its call; toxicity, %; measured here: cytotoxicity by cell density;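 0% = mean cell density of plate MIN control wells and 100% = no cells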
# Myeloid diff MLP GFP+ MAC1+ % – recorded beside Myeloid diff MLP, whose call it bears; GFP+ MAC1+ double positive, %; measured here: differentiation confirmed by MAC1 staining
# The depositor's hits bear a star; i = inactive; nt = no result given.
SMILES,T cell modulator,T cell modulator vesicle-bound %,TNAP activation fold,bCat nuc transl,bCat nuc transl cell count 5 µM,Myeloid diff MLP,Myeloid diff MLP GFP+ MAC1+ %,MT stabilize HCS,MT stabilize HCS Hoechst-high %,MT stabilize HCS cytotoxicity %,Ins promoter up,Ins promoter up cell count,Hep lipid drop,Hep lipid drop cells 6.5 µM,Dynein transport,Dynein transport cytoplasmic EGFP,Dynein transport nuclear GR-EGFP,Dynein transport cell count,human PMI inhibition
COC(=O)C(Cc1cnc(Cl)s1)(C(=O)OC)c1ccc([N+](=O)[O-])cc1[N+](=O)[O-],i,31,1.1,-3.9,1183,i,0.4,2.7,1.5,4.3,-0.78,934,-2,774,-0.32,-0.28,-0.023,0.51,7%
CN(C)c1nc(OCCOC(=O)Nc2ccc(Cl)cc2Cl)nc(N(C)C)n1,i,15,1.1,-1.0,1063,i,5.7,2.3,2.1,4.9,-0.14,1792,-1,717,-0.63,-0.2,-0.00047,-0.33,15%
O=C(NCC(=O)N1CCN(S(=O)(=O)c2cccs2)CC1)c1ccc(Cl)cc1,i,38,1,-0.7,1043,i,0.5,4.3,1.2,6.8,-0.63,1520,7,672,-0.11,-0.32,-0.058,0.54,-1%
Cn1c2ccccc2c2ncn(Cc3ccc(F)cc3)c(=O)c21,i,15,nt,1.9,938,i,0.4,nt,nt,nt,0.33,1477,17,761,0.79,-0.22,0.16,0.16,nt
Cc1cc(NCc2ccccn2)n2c(nc3ccccc32)c1C#N,nt,nt,1.1,-0.4,1611,i,0.2,1.1,2.2,1.1,-0.17,1126,4,705,0.56,-0.14,0.41,-1.2,nt
Nc1ccc2c(c1)OC1(CCCC1)O2,i,6,1.1,-1.7,1030,i,0.7,5.0,1.2,18,0.17,1718,10,632,0.86,-0.36,0.87,-0.14,6%
Cc1nnc(SCC(=O)NC(C)(C)C)n1CCc1ccccc1,i,53,1.1,-0.5,1101,i,1.3,2.9,2.3,8.0,-0.24,1173,0,770,0.57,-0.24,0.45,1.2,-16%
COc1ccc(NC(=O)CCN2CCN(S(=O)(=O)c3ccc(OC)cc3)CC2)cc1,i,27,1.2,0.1,1126,i,0.8,3.3,2.1,1.0,0.2,1210,17,682,-0.42,-0.19,0.025,0.025,-10%
CCN(CC)c1ccc(NC(=S)NC(=O)Cc2ccccc2)cc1,i,32,1.1,-0.6,1072,i,1.4,3.1,3.1,3.1,-0.08,1425,3,692,0.23,-0.25,0.18,-0.097,11%
COc1ccc(-c2nn3c(-c4ccccc4)nnc3s2)cc1,i,14,1.1,5.6,1147,i,3.0,2.8,2.2,4.1,1.4,1183,nt,nt,-1,-0.15,-0.35,1,-8%
CC(=O)Nc1cc(C(=O)OCC(=O)c2ccc(Cl)cc2Cl)ccc1C,i,30,1.1,-0.3,1400,i,1.3,3.0,1.8,6.3,-0.18,1597,nt,nt,0.64,-0.21,0.97,-0.55,0%
Cc1ccnc(NS(=O)(=O)c2ccc(N3C(=O)c4c(Cl)c(Cl)c(Cl)c(Cl)c4C3=O)cc2)n1,i,45,1.1,2.3,1097,i,0.7,4.0,2.0,3.2,-0.01,1381,-6,590,-3.2,0.65,-1.9,0.19,-8%
O=C(NC(=S)N1CCOCC1)c1cc2ccccc2o1,i,39,1.1,-2.8,932,i,0.2,2.1,1.7,5.3,0.05,1575,8,746,-0.16,-0.28,0.41,0.028,4%
O=C(CN1C(=O)COc2ccc(S(=O)(=O)N3CCCC3)cc21)NC1CCCCCCC1,i,42,1.3,-0.3,1047,nt,nt,1.9,3.8,8.5,-0.36,1417,-49,646,0.42,-0.21,0.0038,-0.3,1%
O=C(CSc1nnc(-c2ccc(F)cc2)o1)NC1CCCCC1,i,18,1.1,-0.1,959,i,0.2,1.6,1.2,8.1,0.17,1403,3,689,-0.16,-0.27,0.29,0.64,7%
COc1ccc2c(c1OC)C(=O)N(c1ccc(C)c(C)c1)C2=O,i,42,1,-1.4,1043,i,0.8,3.3,1.1,1.9,nt,nt,-13,729,0.8,-0.096,0.62,0.27,-4%
Fc1ccc(-c2csc(/C=C/c3ccc4c(c3)OCO4)n2)cc1,i,43,1,1.4,1117,i,0.2,4.8,2.6,9.0,-0.26,1452,-18,681,0.11,-0.23,0.21,0.58,13%
COc1ccccc1N(C)S(=O)(=O)c1ccc(Cl)c(C(=O)OCc2c(C)noc2C)c1,i,27,1,1.5,1088,i,0.7,4.3,1.8,6.5,-0.86,1316,13,725,-0.21,-0.24,0.012,0.44,6%
COc1ccc(Br)c2c1C(=O)CC2,i,19,nt,1.1,1092,i,0.3,nt,nt,nt,0,1387,16,857,-0.71,-0.28,-0.39,1.3,nt
CC(=O)N1CCCc2cc(S(=O)(=O)N3CCN(C4CCCCC4)CC3)ccc21,i,37,1.1,0.8,1004,i,0.4,2.8,2.7,3.1,-0.59,1780,7,643,-1.5,0.37,0.085,0.81,0%
Cc1ccc(-c2nc3cccnc3s2)cc1NS(=O)(=O)c1cccs1,i,26,1.1,-4.0,1177,i,2.5,5.0,2.0,6.1,0,1367,14,752,-0.26,0.13,0.22,0.12,9%
CC(Oc1ccc(Cl)cc1Cl)c1ccnc2nc(N3CCOCC3)nn12 (stereo not drawn),i,63,1.2,-4.5,1036,i,0.4,2.1,2.6,5.5,-1.1,1383,-35,710,-0.071,-0.34,0.55,0.09,10%
Cc1ccc(OCCNc2cc(N3CCN(CCO)CC3)ccc2[N+](=O)[O-])cc1C,i,24,1,0.8,986,i,0.8,4.9,3.7,6.2,0.4,2141,-7,562,-0.13,-0.013,-0.41,0.15,31%
CCOC(=O)c1sc2ncnc(OC)c2c1C,i,24,1.1,3.8,868,i,0.6,3.1,0.8,5.4,1.8,807,-5,725,0.27,-0.16,0.5,-0.58,10%
CC(c1cc2ccccc2s1)N(O)C(N)=O (stereo not drawn),i,30,1.1,-0.5,1116,nt,nt,nt,nt,nt,0.56,1436,-7,728,nt,nt,nt,nt,4%

# More structures
SMILES,T cell modulator,T cell modulator vesicle-bound %,TNAP activation fold,bCat nuc transl,bCat nuc transl cell count 5 µM,Myeloid diff MLP,Myeloid diff MLP GFP+ MAC1+ %,MT stabilize HCS,MT stabilize HCS Hoechst-high %,MT stabilize HCS cytotoxicity %,Ins promoter up,Ins promoter up cell count,Hep lipid drop,Hep lipid drop cells 6.5 µM,Dynein transport,Dynein transport cytoplasmic EGFP,Dynein transport nuclear GR-EGFP,Dynein transport cell count,human PMI inhibition
CC(NC(=O)COC(=O)c1ccc(N(C)C)cc1)c1ccccc1 (stereo not drawn),i,42,1.1,2.8,1076,i,0.1,7.6,2.7,7.0,0.39,1214,7,678,0.7,-0.18,0.54,0.27,10%
CCC(=O)Nc1cccc2c1C(=O)N(C)C2=O,i,53,1.1,nt,nt,i,2.4,3.3,1.8,6.1,nt,nt,-6,775,1.3,-0.19,0.35,-0.74,-14%
C=CCn1cc(-c2cccc(C(F)(F)F)c2)cc(C#N)c1=O,i,42,1.1,0.5,1121,i,0.3,1.7,1.8,2.2,0.64,1117,3,666,0.043,-0.27,0.39,-0.66,-21%
CCc1cc2c(=O)[nH]c(COC)nc2s1,i,44,1.1,nt,nt,i,0.4,1.6,3.2,9.2,-0.3,1271,3,688,2,-0.2,1.1,-1.7,-8%
CC(C)OC(=O)CN1CCN(S(=O)(=O)c2cc(Cl)ccc2Cl)CC1,i,17,1.1,nt,nt,i,1.8,4.9,1.8,5.5,0.39,1279,-15,744,2.1,-0.079,1.7,-1.3,-3%
O=C1CCc2ccc(OCCCCN3CCN(c4cccc(Cl)c4Cl)CC3)cc2N1,i,19,1.1,-1.1,1050,i,12,nt,nt,nt,0.16,1430,-4,697,nt,nt,nt,nt,13%
Nc1nc(N)nc(-c2ccccc2O)n1,i,29,1,0.8,837,i,1.6,3.8,4.4,6.2,-0.04,1477,nt,nt,-0.16,-0.19,0.32,0.65,2%
Cc1cccc(/C=N/NC(=O)Cc2cccs2)c1,i,19,nt,1.2,1297,i,0.9,nt,nt,nt,nt,nt,4,748,0.47,-0.2,0.93,-0.89,nt
Nc1ncnc(Oc2cccc3cccnc23)c1[N+](=O)[O-],i,16,1.2,-3.3,1084,i,0.4,2.1,1.4,5.2,-0.31,1584,-3,662,-0.86,-0.27,-0.33,1.1,5%
COc1ccc(C2CC(c3ccccc3)=NN2C(=O)COC(=O)C2CC2)cc1 (stereo not drawn),i,38,1,3.9,816,i,0.1,3.9,3.4,10,0.37,1155,16,518,0.01,-0.3,-0.31,0.52,0%
CCOC(=O)c1c(C)c(C(=O)NCc2ccco2)c(C)n1Cc1ccccc1,i,24,1.1,-0.5,918,i,4.0,5.3,2.0,8.7,-0.2,1241,nt,nt,-0.27,-0.23,-0.26,0.18,2%
